Screens: PubChem BioAssay, several laboratories
Keap1-Nrf2 PPI = disrupts human Keap1 binding to Nrf2 peptide; inhibition, % at 9.4 µM; 0.15% of 340,000 active; Q14145; Keap1 Kelch-Nrf2 peptide fluorescence polarization, 1536-well; AID 504523; in the data active = inhibition above about 12%;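 note: human Keap1 Kelch domain with fluorescein labeled Nrf2 9mer peptide probe; 0% = neutral control wells and 100% = peptide positive control; higher means more block of Keap1 binding to Nrf2 peptide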
Arrestin-AP2 inh = blocks beta-arrestin peptide binding to AP2 adaptin; FITC-arrestin peptide / GST-AP2 beads, flow cytometry; AP2 beta2 appendage carries R879A mutation; 0.31% of 340,000 active; inhibition, % at 10 µM;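 active = inhibition above a set limit, near 3 SD of compounds lacking own fluorescence, cut at about 54% in these data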;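 note: plate controls were DMSO wells for no effect and 5 µM unlabelled arrestin peptide for full effect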
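Assay system: GST-AP2 R879A bound to glutathione beads, E. coli-expressed; Medium: PBS with 0.05% Tween 20 and 0.1% BSA; Also added: fluorescein-tagged arrestin peptide at 50 nM final; Timing: 12 min plus 1 h, RT; Measured by: flow cytometry, FL1 (488/535 nm); Evaluation: percent drop in bead-associated FITC signal.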
NSD2 inh = inhibitors of human histone methyltransferase NSD2 | 0.54% of 310,000 active | inhibition, % at 12.5 µM | AID 743445 | NSD2 peptide methylation, AlphaScreen, 120 min | O96028; in the data active = inhibition above about 50%
Target sequence (O96028 whole entry, looked up): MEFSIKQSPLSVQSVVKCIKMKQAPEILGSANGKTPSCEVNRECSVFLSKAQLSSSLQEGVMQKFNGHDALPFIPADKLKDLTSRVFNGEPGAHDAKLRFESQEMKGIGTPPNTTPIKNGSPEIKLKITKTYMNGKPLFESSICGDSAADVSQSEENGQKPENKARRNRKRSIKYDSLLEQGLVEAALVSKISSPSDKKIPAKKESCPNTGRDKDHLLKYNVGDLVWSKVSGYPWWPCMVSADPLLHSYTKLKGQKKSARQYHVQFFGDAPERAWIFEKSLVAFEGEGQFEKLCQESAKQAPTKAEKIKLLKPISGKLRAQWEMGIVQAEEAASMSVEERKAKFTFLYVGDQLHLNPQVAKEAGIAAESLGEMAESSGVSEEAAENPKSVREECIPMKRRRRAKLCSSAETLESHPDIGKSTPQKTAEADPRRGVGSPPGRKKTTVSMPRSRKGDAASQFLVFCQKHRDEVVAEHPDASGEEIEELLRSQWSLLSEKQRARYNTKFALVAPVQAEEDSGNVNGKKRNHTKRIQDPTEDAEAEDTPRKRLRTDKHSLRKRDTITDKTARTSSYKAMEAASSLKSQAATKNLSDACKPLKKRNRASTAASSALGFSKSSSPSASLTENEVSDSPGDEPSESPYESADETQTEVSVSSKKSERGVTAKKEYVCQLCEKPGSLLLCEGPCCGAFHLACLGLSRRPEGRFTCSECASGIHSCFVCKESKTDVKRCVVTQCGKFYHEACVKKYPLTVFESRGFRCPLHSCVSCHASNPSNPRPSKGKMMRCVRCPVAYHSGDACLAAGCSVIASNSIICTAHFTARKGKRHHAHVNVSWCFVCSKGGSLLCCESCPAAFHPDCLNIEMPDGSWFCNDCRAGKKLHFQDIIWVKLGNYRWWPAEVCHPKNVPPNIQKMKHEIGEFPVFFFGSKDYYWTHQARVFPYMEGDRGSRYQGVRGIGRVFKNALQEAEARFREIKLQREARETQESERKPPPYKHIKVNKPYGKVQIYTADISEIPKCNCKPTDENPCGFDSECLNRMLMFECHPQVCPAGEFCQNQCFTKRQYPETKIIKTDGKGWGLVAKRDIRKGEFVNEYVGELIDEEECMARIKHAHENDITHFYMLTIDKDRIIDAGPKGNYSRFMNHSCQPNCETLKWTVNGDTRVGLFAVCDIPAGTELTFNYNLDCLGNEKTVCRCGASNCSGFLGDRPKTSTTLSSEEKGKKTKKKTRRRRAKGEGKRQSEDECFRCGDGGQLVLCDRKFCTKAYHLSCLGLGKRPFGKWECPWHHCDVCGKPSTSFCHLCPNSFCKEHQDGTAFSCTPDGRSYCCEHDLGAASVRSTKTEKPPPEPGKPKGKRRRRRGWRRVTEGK
V-ATPase pH = yeast V-ATPase proton transport regulation by pHLuorin. S. cerevisiae, pHLuorin cytosolic pH fluorescence. 0.37% of 350,000 active. response, % at 10 µM. AID 504577; in the data active = response mostly above about 7.3%, no sharp cut-off; inactive = mostly below about 5.4%; note: actives read high; inactives centre near 0; some compounds called inactive have numbers as strong as hits; reference of the scale not given here
LANA DNA inh = blocks KSHV LANA C-terminal domain binding to DNA; MBP-C-LANA/FAM-LBS DNA binding, fluorescence polarization; inhibition, % at 9 µM; 0.078% of 340,000 active; AID 504423;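 active = highest replicate inhibition at or above 60% at 9 µM, even if other replicates fall short; inactive = all replicates below 60% inhibition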;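 note: 0% = neutral control wells and 100% = 4 µM acridine orange control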
RTF Ca sens inh = cardiac RTF calcium desensitization; inhibition, % at 7.15 µM; IANBD-labeled cardiac RTF, Ca2+ fluorescence; AID 493244; 0.12% of 340,000 active; P19429+P45379;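 active = inhibition above the mean inhibition of all tested compounds plus 3 SD, cut at about 17% in these data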;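 note: assay run at fixed EC70 calcium of 1.6 mM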
CAL PDZ FP-1 = blocks peptide binding to the human CAL PDZ domain | purified CAL PDZ, TMR-peptide fluorescence polarization, 1 h | inhibition, % at 24.9 µM | AID 602252 | 0.92% of 300,000 active | Q9HD26;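 active = mean inhibition of at least 30% with at least half of replicates also reaching 30%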;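 note: 0% = DMSO neutral control and 100% = excess unlabeled competitor peptide PRC23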
DAGLB inhibitor = diacylglycerol lipase beta (human) inhibition; Q8NCG7; HEK293T DAGLB membrane lysate, EnzChek fluorogenic substrate; inhibition, % at 5.17 µM; 0.059% of 340,000 active; AID 504411; in the data active = inhibition above about 34%;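 note: 0% = enzyme with vehicle and 100% = wells lacking enzyme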
CAL PDZ FP-2 = human CAL PDZ-peptide interaction inhibition; 0.02% of 330,000 active; Q9HD26; inhibition, % at 20 µM; AID 504414; purified CAL PDZ, TMR-peptide fluorescence polarization, 1 h;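 active = highest replicate inhibition of at least 40%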;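 note: plate controls were DMSO neutral control wells for no effect and unlabeled competitor peptide control wells for full effect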
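material = purified tagged CAL PDZ domain construct (CerCALP) | compound dosing = 20 µM, one dose | times = 1 h at RT | measured by = fluorescence polarization from S- and P-plane intensities, G-factor corrected | read-out = inhibition from polarization loss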
Pemphigus Ab inh = blocks pemphigus antibody binding to human desmoglein-3 | 0.48% of 310,000 active | AID 588358 | DSG3-coupled beads, scFv-anti-DSG3-GFP binding, flow cytometry; active compounds read low | binding (percent of control), % at 10 µM | P32926;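 active = binding more than 3 SD below its plate's average and above zero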;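 note: hits lower antibody fragment binding to DSG3; some compounds called inactive have numbers as strong as hits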
Numbers without * were called inactive; / = no result given; & = joins results of further samples.

Each structure is followed by: Keap1-Nrf2 PPI	Arrestin-AP2 inh	NSD2 inh	V-ATPase pH	LANA DNA inh	RTF Ca sens inh	CAL PDZ FP-1	DAGLB inhibitor	CAL PDZ FP-2	Pemphigus Ab inh
COc1cccc(C(=O)NC(=S)Nc2ccc(Cl)c(C(=O)O)c2)c1
→ 0	11	3	-2	0.3	-5	/	-1	-0.4	106
COc1ccc2[nH]cc(CCNC(=O)CC[C@H]3O[C@@H](n4cc(C)c(=O)[nH]c4=O)C[C@@H]3O)c2c1
→ -2	4	/	2	-0.2	-2	1	-4	0.9	95
N#C/C(=C\c1ccncc1)c1nc2c(s1)CCCC2
→ -4	5	-1	4	2.2	-10	-4	-2	-3.6	106
COC(=O)c1ccc(COc2ccc(/C=N/NC(=O)C(=O)Nc3ccc(OC)cc3)cc2OC)o1
→ /	0	0	5	/	/	/	/	/	106
CC(C)(C)NC(=O)COC(=O)c1ccccc1OCC(=O)Nc1ccc(Br)cc1
→ 1	103*	0	-2	0.9	-1	-3	-8	0.3	96
COC(=O)c1ccsc1NC(=O)C1=COCCO1
→ 4	-4	/	-2	0.9	-9	/	0	0.0	98
O=C(O)c1ccc(NC(=O)C2CC=CCC2C(=O)O)cc1 (configuration not stated)
→ -1	-9	0	3	0.7	-8	-3	-1	-0.5	107
COc1cc(C(C)=O)ccc1OCC(O)CN1CCN(S(=O)(=O)c2ccccc2)CC1 (configuration not stated)
→ 0	-7	1	-2	3.4	-2	1	-4	0.3	107
Cc1ccc(S(=O)(=O)N2CCN(C(=O)n3ccnc3)CC2)cc1
→ -1	46	0	1	0.6	1	/	-1	-1.0	101
c1ccc(CNc2nc(-c3ccccc3)nc3ccccc23)cc1
→ -2	1	-3	1	-0.5	-4	1	-3	1.7	114
Cn1cc(CNC(=O)C2CCC(=O)N(Cc3ccccc3F)C2)cn1 (configuration not stated)
→ -5	3	-1	6	-0.3	-10	-3	-1	-0.7	97
COC(=O)c1ccc(S(=O)(=O)N(CCO)Cc2ccccc2)n1C
→ -4	11	0	-5	1.7	-5	19	0	-2.2	112
CC(=O)c1cnc2scnn2c1=O
→ -2	4	0	-2	-0.2	-15	-4	2	0.5	100
O=C(Nc1ncc([N+](=O)[O-])s1)c1cccs1
→ -5&-12	-11&30	2	4&-1	-2.8&0.4	-3&-11	-2&-2	5&7	1.7	121&94
Cc1ccc2cc(C#N)c(N3CCCN(C(=O)c4cnccn4)CC3)nc2c1
→ -7	-8	13	2	-1.0	-10	/	1	-1.2	/
Fc1cccc(/C=N/Nc2ncnc3nc[nH]c23)c1
→ -2	4	/	1	-0.8	-10	/	4	-1.4	100
Clc1ccccc1-c1nn2c(COc3ccccc3)nnc2s1
→ -1	3	-1	0	-1.2	3	-4	-1	-1.7	99
COc1ccccc1OCC(=O)NCCSCc1cccc(Cl)c1
→ -5	-7	-2	-5	-0.3	-2	-1	-7	-0.4	100
Cc1ccc(-n2nc(C)c(C(=O)Nc3cccc(C(=O)NC4CC4)c3)n2)c(C)c1
→ -2	12	-3	4	0.6	-1	/	-2	1.3	98
COC(=O)C1=C(C)N(C)C(=S)NC1c1ccc(Cl)cc1 (configuration not stated)
→ -2	5	-2	-4	1.0	-11	-6	0	-0.5	106
Cc1cccc(N(CC(=O)NC2CC2)S(=O)(=O)c2ccc(Cl)cc2)c1
→ -6	-8	-3	-1	-0.9	-2	3	0	-1.8	/
CSc1nnc2c3cc(F)ccc3n(Cc3ccccc3)c2n1
→ 1	27	-2	-1	0.4	-2	-1	-1	0.0	91
Nc1ccc(N2CCN(C(=O)c3cccs3)CC2)cc1
→ -4	20	-1	1	1.3	-10	-2	7	-1.5	82
Cc1cc2nc(-c3ccc(SCC(=O)Nc4ccc(S(=O)(=O)NC5CC5)cc4)nc3)[nH]c2cc1C
→ -13	-5	0	-1	0.6	-6	-1	-2	-1.0	104
CCN(CC)C(=O)C1CCC(CNS(=O)(=O)c2cccc3nsnc23)CC1 (configuration not stated)
→ 2	-13	18	2	-0.2	-2	-5	-1	-2.4	/
Cc1ccc(C)c(NC(=S)NCCN(C2CCCCC2)C2CCCC2)c1
→ 4	-14	1	-1	4.4	-5	65*	3	-0.9	97
COc1ccc(CCNS(=O)(=O)c2ccc(-n3cnnn3)c(OC)c2)cc1OC
→ 1	30	-2	-1	0.7	-1	-1	-3	-2.7	104
CCOC(=O)c1ccc(Nc2c(OCC)c(=O)c2=O)cc1
→ -7	4	3	1	-1.1	1	/	1	-1.2	110
c1ccc(-n2nnnc2-n2ccnc2)cc1
→ -1	-6	-13	5	-0.1	3	-6	1	-1.9	108
Cc1ccc(-c2nc3ccccn3c2Nc2ccccc2)o1
→ -5	10	1	2	1.0	3	-3	0	-1.2	134
CCN(CC)S(=O)(=O)c1ccc(N2CCCC2)c(NC(=O)c2ccc(OC)cc2OC)c1
→ 2	4	0	1	-2.1	-9	-1	-3	-0.6	105
CCOC(=O)N1CCN(C(=O)CCc2nc3sc4c(c3c(=O)[nH]2)CCCC4)CC1
→ -2	0	5	-3	-0.8	-5	2	1	-3.9	87
CCN1CCN(c2nc3sc4c(c3c3ncnn23)CC(C)CC4)CC1 (configuration not stated)
→ 0	-9	2	-2	-3.6	-1	-1	-6	-0.3	/
COc1ccc(CCNC(=O)C(=O)NCCC2CCCCN2S(=O)(=O)c2ccccc2)cc1 (configuration not stated)
→ -2	0	-1	2	0.0	-18	-4	0	-1.9	101
CCC(C(=O)NCc1ccco1)N(C(=O)CNS(=O)(=O)c1ccccc1)C1CCCCC1 (configuration not stated)
→ -1	-4	/	8	0.1	-1	0	3	-0.9	95
COCCN(C(=O)COC(=O)CC1CCCCC1)c1c(N)n(Cc2ccccc2)c(=O)[nH]c1=O
→ -5	2	-1	2	0.8	4	-1	-1	-0.7	96
O=C(NC(Cc1c[nH]c2ccccc12)C(=O)N/N=C/c1cccc2ccccc12)c1cccs1 (configuration not stated)
→ -5	-1	-2	2	0.5	-5	1	2	-1.9	89
CCN(CC(=O)Nc1c(F)cccc1F)C(=O)c1cc([N+](=O)[O-])ccc1N1CCOCC1
→ 2	-4	0	-7	-0.1	-6	-2	0	-1.0	98
CNC(=O)c1ccc(NC(=O)CC23CC4CC(CC(C4)C2)C3)cc1
→ -2	-5	/	-4	0.3	-9	0	-1	-1.1	131
O=C(NNC(=O)C1CCCO1)c1ccccc1Cl (configuration not stated)
→ 3	8	-2	5	-0.9	1	-2	-1	-0.5	101
CC(=O)N(c1ccc(Br)cc1)C1C=CS(=O)(=O)C1 (configuration not stated)
→ 1	16	/	-2	0.9	0	-3	-2	-1.1	109
COCCNC(=O)c1c(CSc2ccc(Cl)cc2)noc1C(=O)NCc1ccccc1
→ 4	-7	/	-1	-0.3	-16	-7	-6	0.2	94
Cc1ccc(Cc2cnc(NC(=O)c3ccco3)s2)cc1
→ -6	7	4	-4	0.5	-12	-5	-4	-0.6	100
NC(=O)N1CCN(C(=O)c2ccco2)CC1
→ -2	10	-2	7	1.2	0	1	-2	-0.4	101
Cc1ccc(NS(=O)(=O)c2cc(C(=O)N3CCOCC3)ccc2C)cc1C
→ -4	-3	0	-1	0.7	0	-3	1	-1.1	/
Cc1cc(C)c2c(CN3CCN(CCO)CC3)cc(=O)oc2c1
→ -2	-3	2	5	-0.2	4	0	1	0.0	88
COCCN1C(=O)/C(=C2/C(=O)N(CC(=O)Nc3ccccc3Cl)c3ccccc32)SC1=S
→ -1	1	0	4	0.9	-2	-1	3	-2.1	105
Cc1ccc(N/C=C/C(=O)c2ccccc2)cc1C
→ -3	2	-2	1	4.9	-8	-5	-8	-0.5	103
COc1ccc(CC(=O)N(C)Cc2ccc(C(C)(C)C)cc2)cc1S(=O)(=O)N1CCOCC1
→ -2	0	-1	1	1.4	-4	-5	-3	-2.4	113
COc1ccc(OC2CCN(S(=O)(=O)c3cccc(F)c3)CC2)cc1
→ -3	13	0	-1	1.1	1	1	-8	-0.4	96
O=C(CSc1nnc(-c2ccccc2F)o1)Nc1ccc(N2CCOCC2)cc1
→ -2	1	-1	3	-1.1	2	/	1	-0.2	99
COc1ccccc1OC1OC2COC(c3ccco3)OC2C(O)C1NC(C)=O (configuration not stated)
→ 1	9	-3	4	-0.2	3	0	-1	-0.5	96
CCc1ccc2nc(SCC(=O)N3CCCCC3)c(C#N)cc2c1
→ -3	5	/	-2	0.8	-9	-4	-9	/	99
COc1ccc(S(=O)(=O)Nc2nncs2)cc1
→ 4	17	0	-3	-0.5	11	1	-3	-2.6	101
Cc1cc(C)n(CC(=O)NC2CCCN(Cc3ccc(Cl)cc3)C2)n1 (configuration not stated)
→ -3	32	-1	-1	0.8	-4	-1	4	-0.7	/
CC(=O)N1CCOc2ccc(S(=O)(=O)NCc3ccccc3Cl)cc21
→ 0	-19	4	4	0.3	5	-3	-4	-2.2	103
COc1ccccc1CNC(=O)COC(=O)/C=C/c1ccc2c(c1)OCO2
→ 0	-7	0	-1	-0.7	-5	4	-1	-2.5	111
Cc1noc(C)c1S(=O)(=O)N1CCC(C(=O)N2CCN(c3ccccc3Cl)CC2)CC1
→ 3	9	-1	1	2.1	2	-1	0	-1.6	90

An excerpt (hit frequency here may not be typical).
